pAkt inh = blocks phosphorylation of Akt; hit rate 0.32% among 360,000; activity change, % for hits at 50 µM; Neuro2A IGF-stimulated pAkt S473 HTRF, 20 min; stronger effect = lower value; AID 651550; in the data active = activity change below about -80%; inconclusive = mostly about -51% to -80%; also: % is scaled to controls: 0 for no effect and ±100 for the full control effect
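Neuro2A cells (4,500/well, DMEM with 0.5% FBS) were treated with compound at a single 50 µM final concentration, stimulated with 6 nM IGF for 20 min at 37 °C, and lysed. Phospho-Akt Ser473 was read by HTRF as 665/615 ratio ×10^4.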
Nrf2 ARE act = activators of Nrf2 (ARE) signaling. AREc32 ARE-luciferase reporter (MCF7-derived line), luminescence, 24 h. Potency, µM (series often up to 46.1 µM), without a hit: at the top dose activation, most hits filed as activators. hit rate 0.31% among 410,000. AID 624171; also: potency is read from the fitted curve at half-maximal effect; % of control where 0% means no effect; nearly all actives have a fitted effect of over 65% in size
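Reporter line AREc32 (ARE-Fluc), seeded overnight in OPTI-MEM with 5% FBS; compound pin-transferred, 24 hr at 37 deg C, 5% CO2; luminescent read-out.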
MmCpn inh = M. maripaludis TRiC chaperonin inhibition | hit rate 0.031% among 330,000 | Potency, µM (highest dose often 76.9 µM), inactives show at the highest dose activity, negative = inhibition, usual class: inhibitors | purified Mm-Cpn ATPase, ADP Transcreener TR-FRET; also: potency is read from the fitted curve at half-maximal effect; % is scaled to controls: 0 for no effect and ±100 for the full control effect; nearly all actives have a fitted effect of over 80% in size
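Purified archaeal Mm-CPN (25nM final) preincubated 10 min at 37degC with compound, then 10uM ATP for 30 min at 37degC; ADP measured by HTRF Transcreener TR-FRET; buffer 30 mM TRIS pH 7.4, 100mM KCl, 5mM MgCl2, 1mM DTT.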
S2 tox = reduces viability in counter-screen for ATXN expression inhibitors; hit rate 0.49% among 400,000; S2 cells (HEK-293 line with an ATXN2-luciferase reporter) viability, CellTiter-Fluor protease fluorescence, 24 h; AID 651635; Potency, µM (highest dose often 56.7 µM), hits mostly cytotoxic; also: potency is read from the fitted curve at half-maximal effect; nearly all actives have a fitted effect of over 40% in size
CCT modulator = cytosolic chaperonin activity modulation; purified chaperonin ATPase assay, HTRF ADP detection, 30 min; AID 651819; activity change, % (concentration not given with the values), hits read low; hit rate 0.3% among 360,000; in the data active = activity change below about -30%; also: % is scaled to controls: 0 for no effect and ±100 for the full control effect
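ATPase activity: ADP formed was measured by HTRF Transcreener (665/615 nm ratio) after 30 min at 37 deg C with 10 uM ATP. Compounds screened at one 76 uM concentration against 40 or 20 nM TRiC in Tris pH 7.4/KCl/MgCl2/DTT buffer.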
TGFb SMAD3 inh = TGF-b pathway inhibition. HepG2 CAGA-GFP TGF-b/SMAD3 reporter, GFP fluorescence, 18 h; TGF-beta stimulated, 500 pg/mL final. Potency, µM (series often up to 46.1 µM), for inactives: at the top dose activity, negative = inhibition, usual class: inhibitors. hit rate 1.2% among 410,000. AID 588855; also: potency is read from the fitted curve at half-maximal effect; % is scaled to controls: 0 for no effect and ±100 for the full control effect; nearly all actives have a fitted effect of over 65% in size
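Read-out: total well GFP (ex488/em500-530) summed from mean per-cell fluorescence. Cells: HEPG2 CAGA-GFP, 1% FBS DMEM, 18 h at 37 degrees C with 500 pg/mL final TGF-beta. Unstimulated wells served as the full-inhibition control; stimulated DMSO wells = 0%.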
HepG2 viability = kills HepG2 cells in TGF-b inhibitor counter-screen; AID 588856; hit rate 0.76% among 410,000; Potency, µM (highest dose often 46.1 µM), for inactives: top-dose activity change, negative = cytotoxicity, hits mostly cytotoxic; HepG2 CAGA-GFP viability, ATP luminescence, 18 h; also: potency is read from the fitted curve at half-maximal effect; some results filed as inactive show a strong effect at the top dose
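HepG2 CAGA-GFP cells (1000/well, DMEM with 1% FBS) received compound, then TGF-beta at 500 pg/mL final, and were incubated 18 hours at 37 degrees C. Viability was read by CellTiter-Glo luminescence. Media-only wells were set as complete cell-killing and DMSO as no toxicity.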
Nrf2 inh = Nrf2 pathway inhibition. A549 ARE-Fluc reporter, luciferase luminescence, 18-24 h. Potency, µM (doses to about 46 µM), for the others: at the top dose activity change, negative = inhibition, most hits filed as inhibitors. hit rate 2.1% among 360,000; also: potency is read from the fitted curve at half-maximal effect; % is scaled to controls: 0 for no effect and ±100 for the full control effect; nearly all actives have a fitted effect of over 60% in size
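Quantitative HTS in A549 cells stably bearing an antioxidant response element-firefly luciferase construct. Inhibition of Nrf2-driven transcription was scored by luminescence after 18-24 h of compound exposure at 37 °C.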
A549 tox = counter-screen for Nrf2 inhibitors: cytotoxicity in A549 cells; A549 ARE-Fluc cells, CellTiter-Fluor viability, 18-24 h; Potency, µM (highest dose often 46 µM), inactives show at the top dose activity change, negative = cytotoxicity, actives largely listed as inhibitors; hit rate 0.16% among 390,000; also: potency is read from the fitted curve at half-maximal effect; % is scaled to controls: 0 for no effect and ±100 for the full control effect
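A549 ARE-Fluc cells in 5% FBS OPTI-MEM, 5000 cells/well, rested 2 h then exposed to compounds in concentration-response for 18-24 h at 37 °C. Viability by CellTiter-Fluor fluorescence (Ex 405/Em 525) after 30 min; luciferase luminescence (BugLite, 15 min, RT) read afterwards.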
Starred values were filed as active, the others as inactive; i = inactive; u = inconclusive; x = no result given; [ ] = remark or other dose. Unless noted, calls follow the shape of the dose curve; as a rule, active = well fitted curve in the direction sought with a large enough effect; inconclusive = small, poorly fitted or top-dose-only effect, or another doubt; inactive = no such curve, though single readings can be large; an effect the other way counts as inactive or inconclusive. Compounds were not picked by outcome. About 4.4% of those tested had a hit in this group.

SMILES	pAkt inh	Nrf2 ARE act	MmCpn inh	S2 tox	CCT modulator	TGFb SMAD3 inh	HepG2 viability	Nrf2 inh	A549 tox
COC(=O)CC1C(=O)NCCN1C(=O)c1oc2c(C)c(C)ccc2c1C (centres undefined)	i	5.1%	x	i	1.3	6%	-5%	x	x
NC(=O)C1(N2CCCCC2)CCN(C(=O)CSc2nc(C(F)(F)F)cc(=O)[nH]2)CC1	i	-0.1%	0%	i	-3.9	-1%	-77%	x	7%
NC(=O)C1CCN(C(=O)c2cccc(S(=O)(=O)N3CCc4ccccc4C3)c2)CC1	i	-0.7%	0%	i	-1.0	u	-2%	0%	0%
CN1C(=O)Cn2c1nc1ccccc12	x	-0.4%	1%	i	-3.3	-12%	-6%	15%	-3%
CCC(=O)N1CCc2cc(S(=O)(=O)NCCC(=O)NC(C)c3ccccc3)ccc21 (centres undefined)	x	0.0%	x	i	x	-13%	4%	-7%	4%
COc1cc(CC(=O)Nc2cc(S(C)(=O)=O)ccc2Cl)cc(OC)c1OC	i	-0.1%	-3%	i	-1.9	16%	2%	-14%	2%
O=C(Cc1ccsc1)NNC(=O)c1ccccc1Cl	i	2.7%	-1%	i	-2.9	-1%	1%	-4%	0%
Cc1cc(-c2ccccc2)n(-c2ccc(C(=O)N3CCN(c4ncccn4)CC3)cc2)n1	i	3.7%	-3%	i	0.1	17%	-4%	-19%	0%
COc1ccc(CCN(C)C(=O)CSc2nc3ncc(Cl)cc3[nH]2)cc1OC	i	-1.0%	2%	i	-0.4	-4%	-20%	13%	0%
COC(=O)c1c(NC(=O)CN2C(=O)C(=O)N(CC(C)C)C2=O)sc2c1CCCCC2	i	4.1%	-8%	i	-0.9	-17%	16%	-14%	-15%
CN(Cc1ccccc1)CC(O)COc1ccc(CNCCCOc2cccnc2)cc1 (centres undefined)	i	2.7%	-4%	i	-0.6	0%	-20%	11%	u
Cc1cccc(OCC(=O)NCCNC(=O)c2cccnc2)c1	i	-0.6%	-3%	i	0.6	-4%	9%	u	-1%
CC1CCCC(NS(=O)(=O)c2ccc3c(c2)OCCO3)C1C (centres undefined)	i	-0.7%	1%	i	-1.4	-12%	-32%	-5%	-2%
COCc1[nH]nc2c1C(c1cc(OC)c(O)c(OC)c1)C(C#N)=C(N)O2 (centres undefined)	i	-0.4%	3%	u	0.0	6%	0%	10%	-22%
COc1ccc(-c2c(C#N)c(SCC(=O)Nc3ccc(C)cc3)nc(C)c2C(=O)Nc2ccccc2)cc1	x	0.0%	x	u	x	-22%	-2%	6%	-1%
CC[C@]12c3[nH]c4ccc(OC)cc4c3CCN1C(=O)C(CC(=O)NCc1ccco1)C[C@@H]2C(=O)N1CCN(C(=O)C2CC2)CC1 (some centres undefined)	i	-0.6%	0%	i	-3.3	-14%	-19%	2%	0%
C=CCC(=O)N1CCC(n2nccc2NC(=O)CCOc2ccccc2)CC1	i	0.1%	-1%	i	-1.2	0%	-58%	3%	0%
COc1ccc(NC(=O)CCNC(=O)Cn2ccc3ccccc3c2=O)cc1Cl	i	0.0%	u	i	0.5	4%	-14%	-9%	-4%
c1ccc(Cn2nnnc2CN2CCN(c3ncccn3)CC2)cc1	i	-0.9%	1%	i	2.2	-9%	-25%	0%	4%
Cc1ccc2c(n1)sc1c(-c3ccccc3)c(C#N)c(N)nc12	i	0.3%	0%	i	-1.0	-15%	-12%	13%	16%
CN(C)C(CNC(=O)c1cccc(C#N)c1)c1ccco1 (centres undefined)	i	5.0%	2%	i	2.8	0%	-4%	1%	-3%
Fc1ccc(F)c(NC2=NCCCCC2)c1	i	0.5%	1%	i	1.1	-18%	15%	-3%	-6%
COc1ccc(Cn2cc(CN3CC(N4CCN(C5CCN(C)CC5)CC4)CS3(=O)=O)nn2)cc1 (centres undefined)	i	0.1%	x	i	-0.8	x	x	x	x
OCC(O)CN1CCCC1 (centres undefined)	i	-0.5%	0%	i	-1.5	4%	-7%	-2%	2%
COc1ccc(NC(=O)C2C3CCC(C3)C2C(=O)O)cc1OC (centres undefined)	i	0.5%	-1%	i	0.4	-26%	-1%	17%	3%
CCCS(=O)(=O)Nc1cccc(-c2cn3ccc(C)cc3n2)c1	x	5.1%	x	i	x	u	-25%	u	1%
CCn1c(SCC(=O)Nc2oc(C)c3c(C)n[nH]c(=O)c23)nnc1-c1ccco1	i	0.6%	x	i	-0.8	11%	-9%	x	x
O=C(COC(=O)c1ccc(O)cc1O)NC1CCCCCC1	i	0.3%	0%	u	0.6	-8%	-1%	6%	1%
Cc1ccc(-c2cc(C(=O)N/N=C/c3ccc(F)cc3)n[nH]2)o1	i	-0.2%	0%	i	0.5	-2%	-9%	1%	0%
COc1ccc(NC(=O)c2ccccc2NC(=O)C2CCCO2)cc1 (centres undefined)	i	2.5%	0%	i	-2.1	6%	-12%	u	0%
Cc1ccc(Cl)cc1N1CCN(C(=O)c2cc3c(-c4ccccc4F)nn(C)c3s2)CC1	x	0.7%	x	u	x	1%	7%	5%	-1%
COc1ccc(Br)cc1/C=N/Nc1cccc(C(=O)O)c1	i	3.3%	0%	i	0.4	-5%	3%	u	-1%
NS(=O)(=O)c1ccc(CNC(=O)CCCSc2ccccc2)cc1	i	0.0%	0%	i	-0.7	5%	4%	-11%	0%
COc1cc(-c2noc(-c3ccc(NCC4CCCO4)c([N+](=O)[O-])c3)n2)cc(OC)c1OC (centres undefined)	x	-0.8%	x	i	x	-1%	-18%	-18%	-1%
O=C(Cc1cccs1)N1CCN(S(=O)(=O)c2ccccc2)CC1	i	-0.7%	-1%	i	0.0	0%	-3%	8%	7%
O=[N+]([O-])C(/C=C(/Cl)[N+](=O)[O-])=C(N1CCCCC1)N1CCCCC1	i	u	2%	i	0.8	u	-7%	0%	u
COc1ccc(CC(=O)OCCN(C)C)cc1	i	0.2%	2%	i	-0.9	8%	13%	0%	-2%
CN(C)c1ncnc2c1ncn2C1CCCCO1 (centres undefined)	i	0.1%	x	i	-2.2	19%	6%	u	5%
COc1ccc(C(=O)NCCc2nnc(SCC(=O)Nc3ccccc3C(C)C)n2C)cc1	i	0.2%	0%	i	-1.5	-23%	3%	5%	3%
O=C(Cn1c(=O)oc2ccccc21)N1CCN(S(=O)(=O)c2ccccc2)CC1	i	0.1%	0%	i	-1.9	-1%	3%	5%	1%
CCOC(=O)C1CCN(C(=O)c2ccccc2)c2scc(-c3ccccc3)c2C1=O (centres undefined)	i	2.9%	x	i	-0.1	1%	-26%	x	x
CN(C)CCCN(Cc1cc2cc3c(cc2[nH]c1=O)OCO3)C(=S)Nc1ccccc1	i	-0.4%	-2%	i	-1.4	57%[activator]	2%	0%	-1%
CN(CC(=O)Nc1ccccc1Br)C(=O)c1cc2c(s1)CCCCC2	i	-0.2%	-2%	u	-0.8	13%	3%	u	0%
CN1CCN(c2ccc(-c3cccc(NC(=O)COc4ccc(Cl)cc4Cl)c3)nn2)CC1	i	2.0%	u	i	-2.1	1%	-19%	u	0%
Cc1csc2nc(CCNS(=O)(=O)c3ccc(F)cc3)cn12	x	-0.2%	x	x	x	-12%	0%	x	-4%
Cc1cc(NC(=O)c2ccc(S(=O)(=O)Nc3ccccc3)cc2)no1	i	0.0%	0%	i	-0.2	-10%	-22%	u	0%
Cc1cc(NC(=O)COC(=O)C2CCN(C(=O)c3ccc(Cl)cc3)CC2)no1	i	0.4%	0%	i	-1.3	1%	-4%	19%	-1%
CC(C)OC(=O)CSc1nnc(CNc2ccc(Cl)cc2)n1Cc1ccccc1	i	-0.1%	2%	i	-0.8	0%	-24%	1%	-10%
N#Cc1ccc(CSc2nc3c(c(=O)[nH]2)CCC3)cc1	x	8.0%	x	i	x	27%	-2%	-13%	0%
CCOc1cccc(NC(=O)C2CC(=O)N(C)C(=Nc3ccc(F)cc3)S2)c1 (centres undefined)	x	4.5%	x	u	x	u	-28%	x	4%
(next part)
SMILES	pAkt inh	Nrf2 ARE act	MmCpn inh	S2 tox	CCT modulator	TGFb SMAD3 inh	HepG2 viability	Nrf2 inh	A549 tox
O=C(O)CCCNS(=O)(=O)c1ccc(NCc2ccccc2)c(C(=O)O)c1	i	-0.7%	1%	i	-2.1	-9%	-9%	-2%	-1%
CC(=O)N1CCN(CC(c2ccccc2)c2ccccc2)CC1	i	-1.0%	0%	u	0.6	u	0%	14%	0%
CCOC(=O)NN1C(=O)c2ccccc2NC1c1ccccc1 (centres undefined)	i	-0.4%	-2%	i	-1.0	u	-26%	6%	-1%
COc1ccc(-c2c3c(nc4sc(C(=O)Nc5cccc(OC)c5)c(N)c24)CC(C)(C)CC3=O)cc1	x	2.8%	x	i	x	-6%	2%	-1%	-4%
COc1cccc(CN(C)S(=O)(=O)c2c(C)noc2C)c1OC	i	0.4%	-3%	i	-1.8	-6%	-19%	-24%	-2%
CCOC(=O)C1(CC2CCCCO2)CCN(C(=O)Nc2ccc3c(c2)OCO3)CC1 (centres undefined)	i	3.6%	-6%	u	3.6	-5%	2%	0%	1%
Cc1cnc(C(=O)OCC(=O)Nc2ccc(Br)cc2F)cn1	i	0.3%	1%	i	-2.1	u	2%	20%	-1%

Two consecutive compounds already listed, for reference:
SMILES	pAkt inh	Nrf2 ARE act	MmCpn inh	S2 tox	CCT modulator	TGFb SMAD3 inh	HepG2 viability	Nrf2 inh	A549 tox
COC(=O)CC1C(=O)NCCN1C(=O)c1oc2c(C)c(C)ccc2c1C (centres undefined)	i	5.1%	x	i	1.3	6%	-5%	x	x
NC(=O)C1(N2CCCCC2)CCN(C(=O)CSc2nc(C(F)(F)F)cc(=O)[nH]2)CC1	i	-0.1%	0%	i	-3.9	-1%	-77%	x	7%

Assay outcomes as filed in PubChem.
